Assay outcomes as filed in PubChem BioAssay.
HGIII-sPLA2 inh – human group III sPLA2 inhibitors, primary screen, biochemical, QFRET, BODIPY PC-A2 liposome substrate; Group 3 secretory phospholipase A2 (Homo sapiens), Q9NZ20; QFRET BODIPY PC-A2 liposome hydrolysis, fluorescence; inhibition, % at 12.2 µM; hit rate 0.56% among 370,000;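 active = inhibition above mean plus 3 SD of compounds lying within the high and low control bounds, cut at about 19% in these data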;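 note: 0% = median of test compound wells and 100% = no enzyme DMSO wells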
Target sequence (Q9NZ20 whole entry, looked up): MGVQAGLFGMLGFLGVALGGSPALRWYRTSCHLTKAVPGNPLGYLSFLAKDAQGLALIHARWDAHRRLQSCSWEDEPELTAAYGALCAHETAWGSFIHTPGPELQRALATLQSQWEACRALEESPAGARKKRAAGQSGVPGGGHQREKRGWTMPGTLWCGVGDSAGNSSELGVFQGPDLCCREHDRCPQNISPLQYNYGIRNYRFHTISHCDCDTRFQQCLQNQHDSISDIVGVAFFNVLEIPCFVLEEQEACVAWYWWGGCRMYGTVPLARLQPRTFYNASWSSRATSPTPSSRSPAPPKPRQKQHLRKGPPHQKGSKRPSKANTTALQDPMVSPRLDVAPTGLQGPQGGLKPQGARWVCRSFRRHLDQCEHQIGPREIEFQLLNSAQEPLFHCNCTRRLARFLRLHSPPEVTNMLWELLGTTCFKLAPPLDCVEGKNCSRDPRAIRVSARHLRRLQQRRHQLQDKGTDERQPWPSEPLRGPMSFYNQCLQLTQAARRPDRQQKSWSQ
ASAP1 GAP inh – inhibitors of human ASAP1 ArfGAP activity, primary screen, biochemical, fluorescence polarization; hit rate 0.19% among 360,000; ASAP1-stimulated ARF1 GTP hydrolysis, GDP FP detection; inhibition, % at 16.5 µM; in the data active = inhibition above about 25%;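 note: 0% = vehicle with enzyme and substrate and 100% = no enzyme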
ARFGAP1 inh – inhibitors of rat ARFGAP1 GAP activity, primary screen, biochemical, fluorescence polarization, GDP tracer | ADP-ribosylation factor GTPase-activating protein 1 (Rattus norvegicus), Q62848 | Arfgap1-stimulated ARF1 GTP hydrolysis, GDP FP detection | inhibition, % at 16.5 µM | hit rate 0.26% among 360,000;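 active = inhibition above a per-plate limit, mean inhibition of low control wells plus 3 SD, cut at about 25% in these data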;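 note: 0% = DMSO wells with enzyme and 100% = wells lacking Arfgap1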
Target sequence (Q62848 1-136 limits assumed): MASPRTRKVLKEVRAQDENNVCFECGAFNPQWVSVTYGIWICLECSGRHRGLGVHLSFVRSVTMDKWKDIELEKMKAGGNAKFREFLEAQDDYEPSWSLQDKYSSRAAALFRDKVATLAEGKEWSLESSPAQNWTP
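System: truncated rat Arfgap1 GAP domain / Medium: HEPES-based buffer, pH 7.5 / Also added: N-terminally truncated human ARF1-GTP substrate / Incubation: enzyme reaction 120 min at 25 °C after 20 min preincubation / Measured by: FP of antibody-bound GDP Alexa 633 tracer, ex 620/em 688 nm / Replicates: singlicate, each compound tested once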
UHRF1 MBD2 ctr – UHRF1 methylated DNA binding inhibitors, primary screen, counter-screen for MBD2 inhibitor project, biochemical, TR-FRET, human UHRF1, single concentration | hit rate 0.75% among 370,000 | AID 687016, 2013 | inhibition, % at 4.4 µM | E3 ubiquitin-protein ligase UHRF1 (Homo sapiens), Q96T88 | UHRF1 binding to methylated oligo; in the data active = inhibition above about 21%;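 note: UHRF1 SRA domain binding a hemimethylated CpG hairpin DNA probe; 0% = median of test compound wells and 100% = reference inhibitor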
DDE Tn7 FP inh – inhibitors of Tn7 peptide binding to fibrin DD(E), primary screen, biochemical, fluorescence polarization, human fibrin, Tn7 probe; hit rate 0.13% among 370,000; AID 720508, 2013; inhibition, % at 8.3 µM; Fibrinogen beta chain (Homo sapiens), P02675; FP displacement of FITC-Tn7 peptide from fibrin DD(E); 0% = median of compound wells per plate;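 active = inhibition above the mean of compounds falling within the control limits plus 3 SD of them, cut at about 14% in these data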;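 note: 0% = plate median of compound wells and 100% = 10 µM Aha-Tn7 peptide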
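system = human fibrin DD(E) protein | quantity = DD(E) 2 µM final | medium = Tris/NaCl/CaCl2 buffer, pH 7.8 | also added = labelled Tn7 tracer, 0.1 µM | compound dosing = single point at 8.3 µM | timing = compound with protein 10 min, then 3 h after probe, room temperature | signal = FP measurement | benchmarks = Aha-Tn7 high control | repeats = one replicate per compound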
Tn6 DDE FP – inhibitors of Tn6 peptide binding to fibrin DD(E), primary screen, biochemical, fluorescence polarization, human fibrin, Tn6 probe | Fibrinogen beta chain (Homo sapiens), P02675 | Fibrin DD(E) TRITC-Tn6 fluorescence polarization displacement | inhibition, % at 8.3 µM | hit rate 0.21% among 370,000 | AID 720509, 2013;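 active = inhibition above a per-campaign cutoff: mean of compounds within control limits plus 3 SD, cut at about 15% in these data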;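 note: 0% = median of all compound wells on the plate and 100% = blocking peptide control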
proKLK7 act – proKLK7 zymogen activators, primary screen, biochemical, fluorescence intensity; hit rate 0.9% among 370,000; AID 652039, 2013; purified proKLK7, EDANS-DABCYL substrate fluorescence; 100% is mature enzyme control, 0% vehicle; activation, % at 7 µM;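 active = activation above the mean of all tested compounds plus 3 SD, computed per campaign excluding outliers beyond control limits, cut at about 13% in these data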
Target sequence (P49862 whole entry, looked up): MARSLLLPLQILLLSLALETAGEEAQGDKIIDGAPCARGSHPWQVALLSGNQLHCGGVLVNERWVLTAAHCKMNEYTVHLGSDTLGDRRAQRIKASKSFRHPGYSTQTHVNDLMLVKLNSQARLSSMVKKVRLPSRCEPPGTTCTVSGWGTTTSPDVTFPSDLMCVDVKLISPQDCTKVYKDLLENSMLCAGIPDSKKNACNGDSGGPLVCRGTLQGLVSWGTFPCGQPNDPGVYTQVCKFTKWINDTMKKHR
PLCb3 inh – human PLC-beta3 inhibitors, primary screen, biochemical, fluorescence; 1-phosphatidylinositol 4,5-bisphosphate phosphodiesterase beta-3 (Homo sapiens), Q01970; hit rate 0.18% among 370,000; AID 720704, 2013; inhibition, % at 12.2 µM; Purified PLC-beta3, fluorogenic substrate; in the data active = inhibition above about 11%;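 note: 0% = median of compound wells on plate and 100% = full blocker control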
Rev-erbA mod – modulators of Rev-erb alpha DNA binding, primary screen, biochemical, FITC-DNA, fluorescence polarization, uHTS. Nuclear receptor subfamily 1 group D member 1 (Homo sapiens), P20393. Rev-erbα–FITC-DNA binding, 90 min. activity, % at 10 µM. hit rate 0.79% among 370,000. AID 1259318, 2017;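 active = activity above about 14%, limit read from the data; passing the limit was not always enough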;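 note: 0% = DMSO wells with 35 nM protein and 100% = DMSO wells with 750 nM protein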
PLC-gamma1 inh – PLC-gamma1 enzyme inhibitors, primary screen, biochemical, fluorescence, purified enzyme. inhibition, % at 12.2 µM. fluorogenic substrate. hit rate 0.84% among 370,000. 1-phosphatidylinositol 4,5-bisphosphate phosphodiesterase gamma-1 (Homo sapiens), P19174; in the data active = inhibition above about 9.5%
Starred values were filed as active, the others as inactive.

Short forms: A = HGIII-sPLA2 inh; B = ASAP1 GAP inh; C = ARFGAP1 inh; D = UHRF1 MBD2 ctr; E = DDE Tn7 FP inh; F = Tn6 DDE FP; G = proKLK7 act; H = PLCb3 inh; I = Rev-erbA mod; J = PLC-gamma1 inh
#1 NC(=O)c1c(NC(=O)c2ccco2)sc2c1CCC2
  A: -1 | B: 16 | C: -3 | D: -2 | E: -5 | F: -8 | G: 0.2 | H: -104 | I: 5 | J: -76
#2 Clc1ccccc1-c1nnc(-c2ccccc2Cl)o1
  A: -7 | B: 8 | C: -17 | D: 2 | E: 6 | F: 3 | G: 0.1 | H: -3 | I: 1 | J: -2
#3 COc1ccc(C(=O)Nc2ccccc2-c2nnn(CC(=O)NCc3ccco3)n2)cc1
  A: -3 | B: 7 | C: 11 | D: 1 | E: -4 | F: 5 | G: -0.3 | H: 2 | I: 4 | J: 4
#4 O=C1/C(=C/c2cccs2)CCc2ccccc21
  A: -4 | B: 0 | C: -7 | D: -3 | E: 2 | F: 3 | G: 0.2 | H: 2 | I: 3 | J: 2
#5 COc1cccc(/C=N/n2cncn2)c1OCC#N
  A: 2 | B: 4 | C: -6 | D: 0 | E: -1 | F: 2 | G: -1.4 | H: -47 | I: 3 | J: -40
#6 CC(Oc1ccccc1)C(=O)N1CCCc2ccccc21 (stereo unspecified)
  A: 2 | B: -17 | C: 0 | D: -1 | E: -5 | F: 5 | G: -0.4 | H: 2 | I: 1 | J: 0
#7 Cc1cc(NC(=O)CSc2nnnn2-c2ccccc2C)no1
  A: -4 | B: 15 | C: -5 | D: -1 | E: -3 | F: 4 | G: 0.3 | H: -6 | I: 2 | J: -4
#8 COc1ccc(OCC(=O)NNC(=O)c2cccnc2)cc1
  A: 5 | B: -1 | C: 6 | D: 2 | E: -5 | F: -2 | G: 0.1 | H: 1 | I: 1 | J: 1
#9 O=C1OCCC1Sc1nc2cc(Cl)ccc2s1 (stereo unspecified)
  A: -40 | B: -12 | C: 6 | D: -1 | E: 4 | F: -5 | G: -0.2 | H: -2 | I: 1 | J: 0
#10 O=C1CSC(c2cccnc2)N1Cc1ccc(Cl)cc1Cl (stereo unspecified)
  A: -2 | B: -6 | C: -11 | D: -1 | E: -5 | F: 2 | G: 0.0 | H: -9 | I: -1 | J: -1
#11 O=C(N/N=C/c1cccnc1)c1ccccc1OCc1cccc(Br)c1
  A: -4 | B: 4 | C: 11 | D: -2 | E: -9 | F: -4 | G: 0.7 | H: 1 | I: 5 | J: -1
#12 O=C(CN1C(=O)NC2(CCCCCC2)C1=O)NCc1ccco1
  A: 3 | B: -4 | C: 5 | D: 0 | E: -1 | F: -1 | G: -0.4 | H: 1 | I: 2 | J: -1
#13 COc1ccc(C(=O)NN/C(=N/S(=O)(=O)c2ccc(C)cc2)c2ccccc2)cc1
  A: 3 | B: 8 | C: 6 | D: 1 | E: -1 | F: -1 | G: 0.1 | H: -3 | I: 7 | J: 2
#14 O=C(Nc1ccccc1)c1ccc(C(=O)Nc2ccccc2)nc1
  A: 1 | B: -9 | C: -5 | D: -3 | E: 1 | F: 5 | G: 0.3 | H: 3 | I: -8 | J: 3
#15 CN1C(=O)C(O)(CC(=O)/C=C/C=C/c2ccccc2)c2ccccc21 (stereo unspecified)
  A: -10 | B: -4 | C: 3 | D: -4 | E: 5 | F: 2 | G: 0.1 | H: 1 | I: 2 | J: 0
#16 CCN(CC)C(=O)CSc1nc2ccccc2c(=O)n1CC
  A: 0 | B: -5 | C: 0 | D: 1 | E: 11 | F: 9 | G: 0.2 | H: -2 | I: 0 | J: -2
#17 CCn1cc(C2=NOC(C(=O)Nc3ccc4c(c3)OCO4)C2)c(C)n1 (stereo unspecified)
  A: -2 | B: 8 | C: -10 | D: 0 | E: -10 | F: 4 | G: 0.1 | H: -1 | I: -3 | J: 2
#18 COc1cccc(C(C(=O)NC2CCCC2)N2CCN(c3cc(C)ccc3C)CC2)c1OC (stereo unspecified)
  A: 14 | B: 7 | C: 4 | D: 3 | E: -11 | F: -3 | G: 0.2 | H: -1 | I: -5 | J: 3
#19 Nc1nc(SCC(=O)Nc2ccc([N+](=O)[O-])cc2)[nH]c(=O)c1NC(=O)c1ccc(Br)cc1
  A: 6 | B: 3 | C: 13 | D: 0 | E: 6 | F: -2 | G: 0.2 | H: -4 | I: 0 | J: -1
#20 NC(=O)c1cccc(-c2ccnc3c2CC(C(=O)NCc2ccccc2)O3)c1 (stereo unspecified)
  A: 11 | B: -5 | C: -16 | D: 1 | E: -6 | F: 4 | G: -0.1 | H: 0 | I: 3 | J: 1
#21 CCCCCCCCCC[n+]1cccc2c3ccccc3ccc21
  A: 6 | B: -14 | C: 8 | D: -1 | E: -5 | F: 1 | G: -13 | H: -279 | I: -7 | J: -187
#22 Cc1cc(C)n(C(C)CNS(=O)(=O)c2ccc(C)c(C)c2)n1 (stereo unspecified)
  A: 1 | B: -2 | C: -4 | D: -1 | E: -2 | F: -1 | G: 0.2 | H: -3 | I: -3 | J: -1
#23 CC(=O)Nc1ccc2c(c1)C(=Nc1ccc(C)cc1)c1ccccc1-2
  A: 9 | B: 12 | C: 0 | D: -13 | E: -4 | F: -8 | G: -0.7 | H: -2 | I: -2 | J: 4
#24 Clc1ccc(-c2cn3c(n2)-c2ccccc2C3)cc1Cl
  A: 17 | B: 2 | C: 8 | D: 4 | E: 3 | F: 3 | G: -0.3 | H: -2 | I: 0 | J: 8
#25 COc1ccc(CSCC(=O)N/N=C/c2ccccc2OCc2ccccc2)cc1
  A: -9 | B: -3 | C: 1 | D: -3 | E: 5 | F: 0 | G: 0.2 | H: -2 | I: -6 | J: -3
#26 CCNC(=O)c1ccccc1-c1nc(-c2ccccc2Cl)no1
  A: 1 | B: -4 | C: -3 | D: -2 | E: 2 | F: 1 | G: 0.6 | H: -1 | I: -5 | J: -2
#27 CC1(NC(=O)c2ccccc2)CCN(CCCc2ccccc2)C1=O (stereo unspecified)
  A: 3 | B: 3 | C: 7 | D: -3 | E: -2 | F: -1 | G: 0.3 | H: 1 | I: -10 | J: 4
#28 CCOC(=O)N1CCN(C(=O)CSC2=NS(=O)(=O)c3cc(Cl)ccc3N2)CC1
  A: 1 | B: 1 | C: -1 | D: 1 | E: 0 | F: 6 | G: 0.4 | H: -5 | I: -1 | J: 7
#29 Cc1ccc(C(=O)N(CC(=O)NC2CCCC2)c2ccccc2Cl)s1
  A: 3 | B: -6 | C: 2 | D: 1 | E: -4 | F: -3 | G: -0.2 | H: -2 | I: 1 | J: 1
#30 Cc1ccc(C=Nc2ccccc2C(N)=O)o1
  A: 12 | B: 13 | C: -4 | D: 11 | E: 0 | F: -4 | G: -0.6 | H: -3 | I: -1 | J: 3
#31 CSC1SCC2C(=O)N(C)C(C(C)C)C(=O)OCC(NC(=O)c3cnc4ccccc4n3)C(=O)NC(C)C(=O)N(C)C1C(=O)N(C)C(C(C)C)C(=O)OCC(NC(=O)c1cnc3ccccc3n1)C(=O)NC(C)C(=O)N2C (stereo unspecified)
  A: -25 | B: -17 | C: 1 | D: -35 | E: -2 | F: -7 | G: -0.4 | H: 3 | I: 2 | J: 5
#32 O=C(c1ccc(OC2CCN(CCCc3ccccc3)CC2)cc1)N1CCCC1
  A: -11 | B: 7 | C: 4 | D: 3 | E: -1 | F: -3 | G: 0.1 | H: 5 | I: 4 | J: 5
#33 O=C(c1cc(C2CC2)nn1-c1ccccc1)N1CCN(c2ccccc2O)CC1
  A: 0 | B: -6 | C: -10 | D: -4 | E: -1 | F: 8 | G: 0.4 | H: -5 | I: 1 | J: -1
#34 Cc1ccccc1-c1cnc(C(O)c2ccc(F)cc2C)[nH]1 (stereo unspecified)
  A: -9 | B: -12 | C: -6 | D: -1 | E: 9 | F: 2 | G: 0.0 | H: 0 | I: 2 | J: 2
#35 Cc1cccc(NC(=O)c2cc(S(=O)(=O)N3CCc4ccccc43)cn2C)c1C
  A: -4 | B: 5 | C: -2 | D: -1 | E: -2 | F: -5 | G: 0.0 | H: 4 | I: -2 | J: 1
#36 Cc1ccccc1NC(=O)CSc1nnc(NC(=O)C2CC2)s1
  A: 5 | B: 13 | C: 9 | D: -1 | E: -4 | F: -10 | G: -0.2 | H: -8 | I: 0 | J: -1
#37 COc1cccc(-c2cc(C(=O)N3CCc4ccccc4C3)no2)c1
  A: -1 | B: 15 | C: 0 | D: -2 | E: -2 | F: -7 | G: 0.5 | H: -21 | I: 1 | J: -12
#38 Cc1ccnc(SCC(=O)Nc2oc(-c3ccccc3)c(-c3ccccc3)c2C#N)n1
  A: -12 | B: 3 | C: -5 | D: 3 | E: 0 | F: 0 | G: 0.7 | H: -2 | I: 0 | J: -5
#39 COc1ccc2c(C(F)(F)F)cc(=O)oc2c1C
  A: 9 | B: 17 | C: -4 | D: 6 | E: -3 | F: -4 | G: -0.6 | H: 6 | I: 4 | J: 1
#40 CCN(CC(=O)Nc1c(F)cccc1F)C(=O)c1cc(S(=O)(=O)N2CCOCC2)ccc1N1CCCC1
  A: 5 | B: -9 | C: 4 | D: -2 | E: 2 | F: -6 | G: -0.2 | H: -10 | I: -9 | J: -6
#41 O=C(NNC(=O)c1cccs1)c1ccc(Br)o1
  A: -2 | B: -3 | C: -3 | D: -1 | E: 2 | F: 0 | G: -0.2 | H: -3 | I: 1 | J: 0

A few values from the entries so far.
#38 in Rev-erbA mod → 0
#33 in PLC-gamma1 inh → -1
#39 in DDE Tn7 FP inh → -3

In the list so far, 2 contain an NH in an aromatic ring.
Short forms: A = HGIII-sPLA2 inh; B = ASAP1 GAP inh; C = ARFGAP1 inh; D = UHRF1 MBD2 ctr; E = DDE Tn7 FP inh; F = Tn6 DDE FP; G = proKLK7 act; H = PLCb3 inh; I = Rev-erbA mod; J = PLC-gamma1 inh
#19 Nc1nc(SCC(=O)Nc2ccc([N+](=O)[O-])cc2)[nH]c(=O)c1NC(=O)c1ccc(Br)cc1
  A: 6 | B: 3 | C: 13 | D: 0 | E: 6 | F: -2 | G: 0.2 | H: -4 | I: 0 | J: -1
#34 Cc1ccccc1-c1cnc(C(O)c2ccc(F)cc2C)[nH]1 (stereo unspecified)
  A: -9 | B: -12 | C: -6 | D: -1 | E: 9 | F: 2 | G: 0.0 | H: 0 | I: 2 | J: 2
